Epigenetic reg = regulators of epigenetic silencing causing reporter derepression in mouse cells. murine LDR cells, GFP reporter derepression, 30 h. Potency, µM (doses to about 53.9 µM), for inactives: at the highest dose GFP activation, usual class: activators. actives 0.2% (n = 280,000); active means well fitted activation curve with a large enough effect; inconclusive means small, poorly fitted or top-dose-only effect; further: % of control where 0% means no effect; nearly all actives have a fitted effect of over 60% in size
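Murine LDR cells bearing a silenced CMV-driven GFP reporter were exposed to compound for 30 h at 37 C. After PBS washes, GFP-positive cells (20-120 um objects) counted by laser-scanning microplate cytometry.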
An asterisk follows results filed as active; ? = inconclusive. Potency means the concentration at half of the fitted maximal effect. This is a subset (hit frequency here may not be typical).

No. | Epigenetic reg | mol
1 | -1.2% | Cc1ccc2c(c1)cc1c(=O)n(Cc3ccc(Cl)cc3)nc(C)n12
2 | 0.2% | CCOc1ccc(S(=O)(=O)N(CC(=O)NCCSCc2ccc(C)cc2)c2ccccc2)cc1
3 | -1.3% | Cc1noc2ncnc(N3CCN(c4cccc(C(F)(F)F)c4)CC3)c12
4 | 0.0% | COc1ccc(NC(=O)c2nnn(Cc3ccccc3C)c2N)c(OC)c1
5 | 7.4% | CCc1ccc(-n2c(=O)c3ccc(C(=O)NCCc4ccccc4)cc3n(Cc3ccccc3C#N)c2=O)cc1
6 | 0.3% | COc1ccc(-n2c(=O)c3c4c(sc3n(Cc3ccc(C(C)(C)C)cc3)c2=O)CCC4)c(OC)c1
7 | 0.0% | Cc1ccccc1-c1nc(CS(=O)(=O)CC(=O)NCCCc2ccccc2)c(C)o1
8 | -0.9% | Cc1ccc(NC(=O)Cn2c(=O)n(CCc3ccccc3)c(=O)c3c4c(sc32)CCCC4)cc1C
9 | -1.8% | Cc1nn(-c2cccc(Cl)c2)c2nc(-c3cccnc3)cc(C(F)(F)F)c12
10 | 2.2% | O=C(CSc1nc2c(oc3ccccc32)c(=O)n1-c1ccccc1)Nc1ccccc1F
11 | 0.5% | CC(=O)N1CCc2cc(S(=O)(=O)CCC(=O)N3CCN(c4ccccc4F)CC3)ccc21
12 | 5.6% | O=C(NC1CC(=O)N(c2ccc(F)cc2)C1)C(c1ccccc1)c1ccccc1 (centres undefined)
13 | -3.2% | Cc1cccc(OCc2ccc(-c3nc(C#N)c(NCCN(C)C)o3)o2)c1
14 | 0.0% | Cc1ccc(CNC(=O)c2nn(C)c3c2CS(=O)(=O)c2ccccc2-3)cc1
15 | 0.2% | CCC(C)Sc1oc(-c2ccco2)nc1S(=O)(=O)c1ccc(Cl)cc1 (centres undefined)
16 | 11% | O=C(CSc1nc(-c2ccc(F)cc2)[nH]c1-c1ccc(F)cc1)Nc1ccc2c(c1)OCCO2
17 | -1.9% | Cc1nn2cc(-c3ccc(OC(C)C)cc3)nc2s1
18 | 0.4% | CCc1ccc(NCc2cc3cc4c(cc3n(CC(=O)Nc3cccc(OC)c3)c2=O)OCO4)cc1
19 | 0.0% | Cc1nn(-c2ccccc2)c2c1N(CCCC(=O)NCc1ccc(N(C)C)cc1)C(=O)CS2
20 | 25µM* | O=C(Nc1cccc(OCc2cc(=O)n3c4c(sc3n2)CCCC4)c1)c1ccc(F)cc1
21 | 5.3% | Cc1cccc(NC(=O)Cn2nc(C)c3nn(-c4ccc(Cl)cc4)c(C)c3c2=O)c1C
22 | -1.8% | COc1ccccc1N1CCN(C(=O)CNS(=O)(=O)c2ccc(Br)s2)CC1
23 | 1.1% | CCCCNC(=O)[C@@H](c1ccccc1)N1Cc2ccccc2C1=O
24 | -1.1% | CC(=O)c1cccc(NC(c2ccc(F)cc2)c2nnc(-c3ccccc3)o2)c1 (centres undefined)
25 | -2.0% | Clc1ccc(-c2noc(-c3cccnc3N3CCN(c4ccccc4)CC3)n2)cc1
26 | 4.3% | Cc1ccc(NC(=O)CSc2nc3ccccc3nc2Cc2ccccc2)c(C)c1
27 | 0.0% | CC(C)NC(=O)c1ccc(-n2c(-c3ccccc3)cc3c2CCCCC3)cc1
28 | -0.6% | COc1ccc(C(=O)NC2CC(=O)N(c3ccc4c(c3)OCCO4)C2)cc1 (centres undefined)
29 | 5.3% | CCc1ccccc1NC(=O)Cn1c(=O)n(CCc2ccccc2)c(=O)c2ccccc21
30 | 0.0% | CCCCN(C)CCNC(=O)c1cc(-c2cccnc2)nc2ccc(S(=O)(=O)N3CCC(C)CC3)cc12
31 | -0.8% | COc1ccc(-n2nc3ccc(NC(=O)c4ccc(-c5cc(Cl)ccc5Cl)o4)cc3n2)cc1
32 | 0.1% | CCc1nnc(NC(=O)c2nc(SCc3ccccc3C)ncc2Cl)s1
33 | -2.0% | Cc1ccc(-n2nnnc2CNC(=O)c2cc(C(F)(F)F)cc(C(F)(F)F)c2)cc1C
34 | 0.0% | COc1cccc(N2CCN(C(=O)Cn3nc(C)n4c(cc5c(OC)cccc54)c3=O)CC2)c1
35 | 4.6% | Cc1ccc(-c2noc(-c3ccc(N4CCOCC4)c([N+](=O)[O-])c3)n2)cc1
36 | -1.1% | CCCCn1c(CNC(=O)C23CC4CC(CC(C4)C2)C3)nnc1SCC(=O)Nc1ccc(F)cc1
37 | 7.1% | COc1cccc(C(=O)Nc2ccc(NC(=O)c3ccc(C(C)(C)C)cc3)cc2)c1
38 | -4.1% | CCOC(=O)c1c(C)[nH]c(CCC(=O)Nc2ccccc2C(F)(F)F)c1C
39 | ? | O=C(CCCCn1c(=O)c2ccccc2n(Cc2cccc(F)c2)c1=O)NCc1ccc2c(c1)OCO2
40 | ? | COc1ccccc1CCNC(=O)Cc1c(C)c2ccc(O)cc2oc1=O
41 | 0.0% | COCCNC(=O)c1cnn(-c2ccc(C)cc2C)c1C1CCN(C(=O)OC(C)(C)C)CC1
42 | -0.9% | Cn1ncc2nc(SCC(=O)Nc3ccc(Br)cc3F)n(Cc3ccccc3)c(=O)c21
43 | -2.2% | CC(C)C(=O)NCC1(N(C)C)CCCCC1
44 | -1.0% | CCCCCn1c(=O)[nH]c2cc(C(=O)NCc3ccccc3)ccc2c1=O
45 | 1.2% | COc1ccc(CCCc2nnc(SCC(=O)Nc3ccc(Cl)cc3)o2)cc1
46 | 1.5% | O=C(NCc1ccccc1)c1ccc2c(c1)N(Cc1ccc(F)cc1)CCS2
47 | 1.0% | Cc1ccccc1OCCn1c(-c2ccc(Cl)cc2)nc2ccccc2c1=O
48 | -1.0% | Cc1ccc(Nc2c3c(nc4nncn24)CCC3)cc1
49 | 0.0% | COc1ccccc1Cn1c(CNS(=O)(=O)c2ccccc2Cl)nc2cccnc21
50 | -0.4% | COc1cc(OC)c(NC(=O)C2=C(C)C(=O)OC23CCN(C(C)=O)CC3)cc1Cl
51 | -2.0% | CCc1ccc(CN(Cc2ccco2)C(=O)COc2ccc(Cl)cc2C)cc1
52 | -1.0% | COC(=O)c1ccccc1NC(=O)Cn1nc(C(F)(F)F)c2c1CCCC2
53 | 5.6% | CC(C)Oc1ccc(C(=O)Nc2nnc3n2CCS3)cc1
54 | -0.3% | CCCc1cc(=O)oc2cc(C)c3c(-c4ccccc4)c(C)oc3c12
55 | 0.0% | CCOC(=O)c1scc(-c2ccc(C)cc2)c1S(=O)(=O)Nc1ccc(F)c(F)c1
56 | 0.7% | CCOC(=O)c1ccccc1NS(=O)(=O)c1ccc(N2CCCCS2(=O)=O)cc1
57 | -0.7% | Cc1ccc(/C=C/C(=O)Nc2ccc(Cl)cc2Cl)cc1
58 | 0.0% | CCOC(=O)c1ccc(NC(=O)C2=C(C)Nc3nc(SCc4ccc(Cl)cc4)nn3C2c2ccc(OC)cc2)cc1 (centres undefined)
59 | -0.4% | COc1ccc(NCc2cccn2-c2nnc(N3CCCCC3)s2)cc1OC
60 | 5.6% | Cc1cc(=O)n(CC(=O)Nc2ccc(Cl)c(Cl)c2)c(-n2nc(C)cc2C)n1

Further compounds
No. | Epigenetic reg | mol
61 | ? | Cc1ccc(C(=O)NCc2ccc(F)cc2)cc1NC(=O)c1nsc2ccccc12
62 | 0.0% | Clc1cccc(-n2cc(-c3ccccc3)c3c(N4CCCCC4)ncnc32)c1
63 | 0.1% | COc1ccc(C)cc1NC(=O)CSc1nc2ccccc2nc1N1CCOCC1
64 | -1.1% | CCOCCCNC(=O)C1CCCN(Cc2nc(-c3ccc(CC)cc3)oc2C)C1 (centres undefined)
65 | 2.8% | CCS(=O)(=O)N1CCCc2cc(C(=O)Nc3cc([N+](=O)[O-])ccc3C)ccc21
66 | 0.2% | Cc1cccc(Cn2c(=O)n(CCc3ccccc3)c(=O)c3c(C)c(C)sc32)c1
67 | 0.0% | CCOc1ccccc1NC(=O)C(Cc1ccccc1)NS(=O)(=O)c1ccc2c(c1)oc(=O)n2C (centres undefined)
68 | -2.7% | CCc1ccc(CN(Cc2ccco2)C(=O)COc2ccccc2Cl)cc1
69 | -0.8% | Cc1ccccc1CN1C(=O)c2ccccc2Sc2ccc(C(=O)NC(C)c3ccccc3)cc21 (centres undefined)
70 | -7.5% | CCOc1ccc(NC(=O)c2ccc3c(=O)n4c(nc3c2)CCCCC4)cc1
71 | 6.3% | CCCc1cnc2c(c1SCC(=O)Nc1ccc([N+](=O)[O-])cc1)c(=O)n(C)c(=O)n2C
72 | -7.8% | COCCCn1c(=O)c2sccc2n2c(CCCC(=O)NCc3ccc(F)cc3)nnc12
73 | ? | Cc1ccc(CN2CCC(CNC(=O)Nc3cccc(C)c3C)C2)cc1 (centres undefined)
74 | 6.0% | O=C(Nc1ccc(F)cc1)Nc1nnc(SCC(=O)N2CCCCC2)s1
75 | 0.0% | COc1ccc(C(=O)c2c(N)c(-c3nc(-c4ccccc4)cs3)c3ccccn23)cc1
76 | 4.8% | COc1ccc(Br)c2c1-c1nc(NC(=O)c3cccc(C)c3)sc1C2
77 | -1.4% | COc1ccc(SCc2cc(=O)c3ccc(C)c(C)c3[nH]2)cc1
78 | -0.6% | Cc1noc(/C=C/c2ccccc2F)c1S(=O)(=O)N1CCC(C(=O)N2CCOc3ccccc32)CC1
79 | 7.5% | Cc1cc2c(cc3c(SCc4ccc(Cl)cc4)nnc(C)n32)o1
80 | -1.9% | Cc1ccc(NC(=O)c2c(C)oc3ccc(O)c(CN4CCCCC4)c23)c(C)c1
81 | -0.2% | Cc1ccc(NC(=O)c2oc3ccccc3c2NC(=O)Cc2cccs2)cc1
82 | 0.8% | COc1ccc(OC)c(C(=O)CN2C(=O)N(c3cc(C)cc(C)c3)S(=O)(=O)c3ccccc32)c1
83 | 2.5% | COc1ccccc1NC(=O)c1cc(S(=O)(=O)N2CCN(c3ccccc3Cl)CC2)ccc1F
84 | 0.6% | COc1ccc(-c2nn(-c3ccccc3)cc2C2NC(=O)NC(C)=C2C(=O)OC(C)C)cc1Cl (centres undefined)
85 | 1.1% | COc1cccc2c1cc1c(=O)n(CC(=O)N3CCN(c4ccc(Cl)cc4)CC3)nc(C)n12
86 | 2.5% | CC(=O)N1c2c(cc(Br)cc2S(=O)(=O)N2CCN(c3cc(C)ccc3C)CC2)CC1C (centres undefined)
87 | 4.0% | COc1ccc(-c2nc3cc(C)ccn3c2NC(=O)c2ccc(C)c(C)c2)cc1
88 | -1.6% | Cc1ccc(NC(=O)c2c(NC(=O)c3ccccc3Cl)sc3c2CCC3)cc1
89 | 1.3% | Cc1nn2c(=O)cc(COc3ccc(/C=C(\C#N)C(=O)Nc4ccc(F)cc4)cc3)nc2s1
90 | 6.2% | Cc1ccc(NS(=O)(=O)c2ccc3nc(-c4ccccc4)[nH]c3c2)cc1Cl
91 | 5.6% | O=C(NCCc1ccccc1)C(=O)NCC(c1cccnc1)N1CCN(c2ccc(F)cc2)CC1 (centres undefined)
92 | 7.7% | CN(C)S(=O)(=O)c1ccc(C(=O)NC2CC(=O)N(c3ccc4c(c3)OCCO4)C2)cc1 (centres undefined)
93 | 14µM* | Cc1cccc(NC(=O)CSc2nc(-c3cccs3)cc(C(F)(F)F)c2C#N)c1
94 | -0.8% | CCCC(=O)Nc1ccc(NC(=O)c2sc3ccccc3c2Cl)cc1
95 | -0.9% | CCC(=O)Nc1ccc(CC)cc1-c1nc2ccccc2n(CC(=O)Nc2cccc(Cl)c2)c1=O

In the list so far, 15 have an aryl thioether with sulfur outside any ring:
No. | Epigenetic reg | mol
10 | 2.2% | O=C(CSc1nc2c(oc3ccccc32)c(=O)n1-c1ccccc1)Nc1ccccc1F
15 | 0.2% | CCC(C)Sc1oc(-c2ccco2)nc1S(=O)(=O)c1ccc(Cl)cc1 (centres undefined)
16 | 11% | O=C(CSc1nc(-c2ccc(F)cc2)[nH]c1-c1ccc(F)cc1)Nc1ccc2c(c1)OCCO2
26 | 4.3% | Cc1ccc(NC(=O)CSc2nc3ccccc3nc2Cc2ccccc2)c(C)c1
32 | 0.1% | CCc1nnc(NC(=O)c2nc(SCc3ccccc3C)ncc2Cl)s1
36 | -1.1% | CCCCn1c(CNC(=O)C23CC4CC(CC(C4)C2)C3)nnc1SCC(=O)Nc1ccc(F)cc1
42 | -0.9% | Cn1ncc2nc(SCC(=O)Nc3ccc(Br)cc3F)n(Cc3ccccc3)c(=O)c21
45 | 1.2% | COc1ccc(CCCc2nnc(SCC(=O)Nc3ccc(Cl)cc3)o2)cc1
58 | 0.0% | CCOC(=O)c1ccc(NC(=O)C2=C(C)Nc3nc(SCc4ccc(Cl)cc4)nn3C2c2ccc(OC)cc2)cc1 (centres undefined)
63 | 0.1% | COc1ccc(C)cc1NC(=O)CSc1nc2ccccc2nc1N1CCOCC1
71 | 6.3% | CCCc1cnc2c(c1SCC(=O)Nc1ccc([N+](=O)[O-])cc1)c(=O)n(C)c(=O)n2C
74 | 6.0% | O=C(Nc1ccc(F)cc1)Nc1nnc(SCC(=O)N2CCCCC2)s1
77 | -1.4% | COc1ccc(SCc2cc(=O)c3ccc(C)c(C)c3[nH]2)cc1
79 | 7.5% | Cc1cc2c(cc3c(SCc4ccc(Cl)cc4)nnc(C)n32)o1
93 | 14µM* | Cc1cccc(NC(=O)CSc2nc(-c3cccs3)cc(C(F)(F)F)c2C#N)c1
